# GlmU inhibition: inhibition of mycobacterial GlmU enzyme – biochemical, glucosamine-1-phosphate acetyltransferase (AID 1376) | M. tuberculosis GlmU acetyltransferase enzyme assay; higher % means a stronger effect | inhibition, %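 (tested at 30 µM in the primary screen)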; hits with a dose series show IC50 in µM | 220,000 tested, 0.25% active; in the data active means inhibition above about 13%; inconclusive means no clear call, values can overlap the other calls;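 further: 0% = complete reaction with vehicle and 100% = reaction without substrate; strong numbers were not always called active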
# Mtb RmlCD inh: blocks M. tuberculosis RmlC and RmlD coupled enzymes. P9WH09+P9WH11. RmlC+RmlD coupled enzyme assay, percent inhibition; primary screen in compound mixtures. inhibition, % at 3.6 µM. 160,000 tested, 0.03% active. AID 1533; in the data active means inhibition mostly above about 34%, no sharp cut-off; inconclusive means no clear call, values can overlap the other calls; inactive means mostly below about 22%; further: some results filed as inactive read as strong as hits
# Target sequence (P9WH09 whole entry, looked up): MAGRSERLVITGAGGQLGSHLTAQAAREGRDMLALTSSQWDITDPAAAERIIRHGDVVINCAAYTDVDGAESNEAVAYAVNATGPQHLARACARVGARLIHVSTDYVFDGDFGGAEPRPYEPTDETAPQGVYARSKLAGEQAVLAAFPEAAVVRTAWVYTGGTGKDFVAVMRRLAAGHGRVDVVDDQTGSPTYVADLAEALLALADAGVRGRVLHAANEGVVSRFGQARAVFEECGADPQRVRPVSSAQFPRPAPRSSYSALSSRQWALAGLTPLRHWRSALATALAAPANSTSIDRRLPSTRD
# Target sequence (P9WH11 whole entry, looked up): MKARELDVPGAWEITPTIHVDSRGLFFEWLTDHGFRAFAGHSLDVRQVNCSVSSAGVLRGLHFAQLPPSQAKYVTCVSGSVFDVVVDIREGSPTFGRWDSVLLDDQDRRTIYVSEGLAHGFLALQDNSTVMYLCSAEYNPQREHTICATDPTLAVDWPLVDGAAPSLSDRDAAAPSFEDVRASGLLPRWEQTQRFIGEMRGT
# The depositor's hits bear a star; ? = inconclusive; · = no result given.
SMILES,GlmU inhibition,Mtb RmlCD inh
Cc1cc(C)n(CC(C)NC(=O)CCc2nnc(CCc3ccccc3)o2)n1 (centres undefined),2.2%,·
O=C(NCCc1ccccc1)c1ccc(-c2ccc(F)cc2)o1,-0.2%,-13
COc1ccc2[nH]c3c(N4CCc5ccccc5C4)ncnc3c2c1,0.4%,-2
COc1ccc(N2CCc3c(C)nc4c(OC)cc(OC)cc4c32)cc1,-3.2%,3
COCCCNC(=O)c1cc2c(=O)n(C)c3ccccc3c2n1C,5.1%,4
CCOc1ccc(CNC(=S)N/N=C/c2cccnc2)cc1,-1.0%,-16
COCCOC(=O)C1=C(C)NC2=C(C(=O)CCC2)C1c1ccc2c(c1)OCO2 (centres undefined),2.4%,0
COc1ccc(C=O)cc1OC(=O)C1(C)Cc2ccccc2C(=O)O1 (centres undefined),-3.3%,13
CCN1CCN(CCCNC(=O)Cn2cc3c(n2)CCCC3)CC1,1.7%,-9
CCC(CO)NC(=O)c1ccccc1C(F)(F)F (centres undefined),-2.8%,-4
O=C(Nc1nc2c(s1)C(=O)CCC2)c1ccccc1,4.0%,11
O=C1C2C3C=CC(C4CC34)C2C(=O)N1/N=C/c1ccc(-c2cccc([N+](=O)[O-])c2)o1 (centres undefined),-4.7%,2
CC1=C(C)SC(=C(C#N)c2nnc(N3CCOCC3)n2-c2ccccc2)S1,8.9%,·
Cc1ccc(NC(=O)C2CC(=O)n3ncnc3N2)cc1C (centres undefined),-6.2%,8
COc1ccccc1OC(C)C(=O)Nc1nc(-c2ccc(S(=O)(=O)N3CCOCC3)cc2)cs1 (centres undefined),-3.4%,10
S=c1[nH]nc(-c2ccc3ccccc3n2)n1Cc1ccccc1,0.9%,5
O=c1c2c(-c3ccccc3)csc2nc2n1CCC2,0.2%,-8
CCOC(=O)c1ccc(CNC(=O)Cn2nnc(-c3cccc(C)c3)n2)o1,-0.7%,3
O=c1[nH]nc(-c2ccc(F)cc2)cc1Cc1ccccc1,-1.0%,-5
CCOc1cc(C(=O)N/N=C(\C)Cc2ccc(OC)cc2)cc(OCC)c1OCC,-0.1%,-1
CC(=O)c1c(C)[nH]c(C(=O)OCC(=O)NCCc2ccc(Cl)cc2)c1C,0.1%,4
COc1cc(/C=C2\SC(=S)N(CC(=O)Nc3cccnc3)C2=O)cc(OC)c1OC,-1.7%,2
Cc1c(NC(=O)COC(=O)C(c2ccc(Cl)cc2)C(C)C)c(=O)n(-c2ccccc2)n1C (centres undefined),-4.3%,·
C/C=C1\CN2[C@H]3C[C@@]45c6ccccc6N(C)[C@H]4[C@@H]2CC1C3[C@H]5O (some centres undefined),1.3%,·
COc1ccc(OCc2n[nH]c(=S)n2-c2ccc(C)cc2)cc1,1.7%,5
O=C1c2ccccc2C(=O)N1c1ccc(Cl)cn1,0.6%,-3
CC(=O)NC1C(=O)N=C(SCC(=O)Nc2ccc(C(F)(F)F)cc2Cl)NC1=O (centres undefined),0.6%,10
COCCCNCCOCCOc1ccc(Cl)cc1C(C)(C)C,-11%,-6
C/C(=N\O)c1ccc2c(c1)OCCO2,0.6%,-8
Cc1cc(=O)oc(C)c1C(=O)OCC(=O)c1ccc(Cl)c(Cl)c1,-2.7%,0
CN(Cc1ccccc1)c1nc(N)nc(Cl)c1C=O,3.3%,-10
CC(C)c1ccccc1NS(=O)(=O)N(C)C,1.2%,-11
C/C(=N/NC(=O)c1ccc2c(c1)OCCO2)c1ccc([N+](=O)[O-])cc1,1.3%,14
O=C(Nc1cccc(-c2nc3ncccc3o2)c1)c1ccccc1,5.3%,13
CCCS(=O)(=O)N1CCN(C(=O)COc2ccc(OC)cc2)CC1,7.0%,16
CCOC(=O)C1=C2c3cc(OC)c(OC)cc3CC(C)(C)N2C(=O)C1=O,6.4%,3
COc1cc(-c2nc3ccc(N4CCN(C)CC4)cc3[nH]2)cc(OC)c1OC,6.5%,8
CC(=O)Nc1ccc(/C=N/NC(=O)c2cc(-c3ccco3)nc3ccccc23)cc1,·,8
CCOc1ncccc1C(=O)Nc1ccc(-c2ccc3nnc(C)n3n2)cc1,1.7%,6
Cc1ccc(-c2cc(-c3cccs3)[nH]n2)c(O)c1,1.5%,-7
O=C(O)/C=C/c1ccc(S(=O)(=O)N(CCO)CCO)cc1,6.7%,-10
CCN(CC)CCCNC(=S)N1CCn2c(nc3ccccc32)C1,-3.2%,14
c1ccc2c(c1)CCCN2c1nc(N2CCOCC2)nc(N2CCOCC2)n1,2.6%,0
CC(=O)N1CCc2cc(S(=O)(=O)NC3CCCc4ccccc43)ccc21 (centres undefined),-2.3%,·
Cc1ccc(S(=O)(=O)c2cc(C#N)c(=O)[nH]c2N)cc1,2.2%,·
O=C(Nc1ccc(Cl)cn1)c1ccccc1F,7.8%,-3
Cc1ccc(S(=O)(=O)N=Nc2c(O)[nH]c3ccccc23)cc1,2.8%,-4
O=C(Nc1ccccc1C(=O)N/N=C/c1ccco1)c1ccccc1Cl,-4.5%,-6
O=C(c1ccccc1)N1CCN(C(=O)c2ccccc2Br)CC1,0.8%,-1
S=c1[nH]cnc2scc(-c3ccccc3)c12,0.7%,8
COc1ccccc1OCCCC(=O)Nc1nccs1,1.3%,·
C=CCN1C2CCCC1CC(NC(=S)Nc1cccc(OC)c1)C2 (centres undefined),0.6%,·
CC(/C=C/c1ccc(N(C)C)cc1)=N\N=C1\NC(=O)CC(C(=O)Nc2ccccc2)S1 (centres undefined),-4.9%,·
CSCCC(Nc1ccc(S(=O)(=O)N2CCOCC2)cc1[N+](=O)[O-])C(=O)OCC(=O)N(C(C)C)C(C)C (centres undefined),-4.4%,-3
Cc1ccc(Oc2ccccc2/C=C2\SC(=O)N(C)C2=O)cc1,1.5%,9
CCCCC1=CC2=CC(=O)C(C)(OC(=O)c3cccs3)C(=O)C2=CO1 (centres undefined),-2.1%,·
O=C(CSc1nnnn1-c1ccccc1)NC(=O)Nc1ccc2c(c1)OCCO2,9.9%,·
CCOC(=O)/C(C#N)=C1/SC(CCO)C(=O)N1c1ccccc1 (centres undefined),-1.8%,4
c1ccc(C2[C@H]3CN(Cc4cccnc4)[C@H](c4ccccc4)C34CC2(c2ccccc2)C4)cc1 (some centres undefined),1.4%,·
CCOC(=O)N1CCN(C(=O)Cn2c(=O)sc3ccccc32)CC1,2.5%,-20
# (cont.)
SMILES,GlmU inhibition,Mtb RmlCD inh
CCOc1ccc(NC(=O)CC2C(=O)N(c3cccc(OC)c3)C(=O)N2C(C)C)cc1 (centres undefined),-1.0%,·
COc1ccc(NC(=O)CSc2cccc3cccnc23)c(OC)c1,-0.5%,·
CCn1cc(Br)c(C(=O)Nc2cccc(Cl)c2)n1,2.3%,·
Cc1cccc(NC(=O)N2CCCC2C(=O)NCc2cccs2)c1 (centres undefined),1.7%,·
COc1ccc(NS(=O)(=O)c2cc(OC)ccc2NC(=O)c2cc(C)oc2C)cc1,6.3%,·
COc1ccccc1-c1c(C(F)(F)F)oc2cc(OCC(=O)Nc3ccccc3C(F)(F)F)ccc2c1=O,5.2%,-6
COc1nnc(-c2ccc(C)c(S(=O)(=O)NCCO)c2)c2ccccc12,-2.7%,5
CC1CCN(C(=O)CSc2ccc(-c3cccc([N+](=O)[O-])c3)nn2)CC1,0.0%,1
COc1cccc(CN2C(=O)CCC2(C)C(=O)NC2CCCCCC2)c1 (centres undefined),-1.8%,·
O=C(O)/C=C/c1ccccc1[N+](=O)[O-],-0.1%,·
CCn1nc(C)c(CNC(=O)CCc2nnc(Cc3c[nH]c4ccccc34)o2)c1C,-6.4%,·
COc1ccc(Br)cc1/C=C/C(=O)Nc1ccc2ccccc2c1,1.9%,-16
CCOC(=O)c1ccc(NC(=O)CSc2nnc(CNc3ccc(C)cc3)n2C)cc1,3.6%,·
CCCCC(C(=O)O)C(C)CC(=O)Nc1cccc(C(=O)O)c1 (centres undefined),1.9%,22
COc1cc(NC(=O)COC(=O)C=C(C)C)c(C)cc1[N+](=O)[O-],4.9%,-8
NS(=O)(=O)c1ccc2c(c1)oc(=O)c1cc(S(N)(=O)=O)ccc12,-8.9%,3
CC(=O)N1CCOCCOCCN(C(C)=O)CCOCC1,-4.0%,?
Cc1[nH]c2ccccc2c1C(=O)CSc1nncn1C,3.2%,·
O=C(Nc1ccccc1N1CCOCC1)c1ccc(Br)o1,9.6%,·
C(=N\NCc1ccccc1)/c1ccc2nccnc2c1,-1.9%,-2
O=C(O)c1ccc(/C=N/O)cc1,-3.1%,·
O=S(=O)(NCc1ccccn1)c1ccc(Br)s1,-1.1%,11
CCc1c(O)nc2sc3ccccc3n2c1=O,0.2%,-18
O=C1c2ccccc2C(=O)N1CC(O)Cn1nnc2ccccc21 (centres undefined),4.9%,-1
CC(=O)N(c1ccc(Br)cc1)C1C=CS(=O)(=O)C1 (centres undefined),-0.2%,-2
O=C1c2ccccc2C(Nc2ccc(S(=O)(=O)N3CCCCC3)cc2)N1Cc1ccco1 (centres undefined),-2.6%,-3
COc1ccc(C(=O)O/N=C(/C)c2cccs2)cc1,-2.2%,-1
O=C(c1cc(N2C(=O)C3C4CCC(C4)C3C2=O)ccc1Cl)N1CCCCCC1 (centres undefined),3.5%,4
Cc1cc(C)c2nc(SCC(=O)NCC3CCCO3)c(C#N)cc2c1 (centres undefined),3.7%,10
Cc1cc(C=O)c(C)n1-c1ccc(NC2CCCCC2)c([N+](=O)[O-])c1,·,13
COc1ccc2cc(/C=N/NC(=O)CSCc3ccc([N+](=O)[O-])cc3)c(Cl)nc2c1,5.1%,·
CCOc1ccc(NC(=O)CN(c2cc(C)cc(C)c2)S(=O)(=O)c2c(C)noc2C)cc1,-2.0%,-4
COc1ccc(C(CC(=O)O)NC(=O)COc2ccccc2)cc1 (centres undefined),1.9%,·
CCc1nc(SCc2nc3ccccc3[nH]2)c2oc3ccccc3c2n1,-1.0%,101
Cc1cc(C)c(C(=O)CSc2n[nH]c(-c3ccncc3)n2)c(C)c1,-3.1%,0
Cc1cc(C)n(-c2nc(O)cc(=O)[nH]2)n1,1.0%,·
CC(C)OC(=O)C(C)Nc1n[nH]c(=S)[nH]c1=O (centres undefined),1.8%,5
COC(=O)c1ccccc1NC(=O)CSc1ccccc1,4.5%,3
Cc1ccc(C(=O)NCc2ccccc2)c(F)c1F,1.1%,0
CC(C)(C)n1nnnc1C(c1cccs1)N1CCN(c2ccccc2)CC1 (centres undefined),5.6%,-9
N#Cc1c(N2CCCCC2)nc(N)c2c(N)nc3c(c12)CC(CCl)O3 (centres undefined),-9.4%,14
CC/C(=N\NC(=O)c1ccccc1Cl)c1ccc(Br)s1,8.2%,3
O=C1Nc2ccc(F)cc2C12Nc1ccccc1-c1nnc(SCc3ccccc3Cl)nc1O2 (centres undefined),3.0%,-3
CC12CN3CC(C)(CN(C1)C3c1ccc(Cl)cc1Cl)C2O (centres undefined),-1.4%,·
CC(C)C(=O)NC(=S)Nc1ccc(S(=O)(=O)N2CCCC2)cc1,4.5%,·
COC(=O)c1[nH]c2c(c1C)C(=O)CC(c1cc(OC)ccc1OC)C2 (centres undefined),3.9%,40
COc1ccc(-c2cc(C(F)(F)F)nc(SCC(=O)NCc3ccco3)n2)cc1OC,8.2%,·
CN(C)/C=C/C(=O)c1c(F)cccc1F,-6.8%,-5
CC(C(=O)N1CCOCC1)c1ccc([N+](=O)[O-])cc1 (centres undefined),-0.3%,-17
Cc1ccc(Cl)cc1N=C(N)N=C(N)N,-4.2%,1
Cc1ccc(C(=O)/C=C/c2ccccc2)o1,6.7%,4
C=CCSc1nsc(N)n1,7.2%,·
COc1cc(NC(=S)NN2CCOCC2)cc(OC)c1,-0.1%,·
CC(C)(C)NC(=O)CSc1nsc(SCC(=O)NC(C)(C)C)c1C#N,-0.8%,·
CC(C)COc1ccc(/C(O)=C2/C(=O)C(=O)N(CCN(C)C)C2c2ccncc2)cc1 (centres undefined),-2.5%,4
CC(O)[C@H]1CNC(=O)C(=O)N1CCc1cccc2ccccc12 (some centres undefined),6.2%,-8

# Grouped by structure, the entries above with an aryl thioether with sulfur outside any ring
SMILES,GlmU inhibition,Mtb RmlCD inh
O=C(CSc1nnnn1-c1ccccc1)NC(=O)Nc1ccc2c(c1)OCCO2,9.9%,·
COc1ccc(NC(=O)CSc2cccc3cccnc23)c(OC)c1,-0.5%,·
CC1CCN(C(=O)CSc2ccc(-c3cccc([N+](=O)[O-])c3)nn2)CC1,0.0%,1
CCOC(=O)c1ccc(NC(=O)CSc2nnc(CNc3ccc(C)cc3)n2C)cc1,3.6%,·
Cc1[nH]c2ccccc2c1C(=O)CSc1nncn1C,3.2%,·
Cc1cc(C)c2nc(SCC(=O)NCC3CCCO3)c(C#N)cc2c1 (centres undefined),3.7%,10
CCc1nc(SCc2nc3ccccc3[nH]2)c2oc3ccccc3c2n1,-1.0%,101
Cc1cc(C)c(C(=O)CSc2n[nH]c(-c3ccncc3)n2)c(C)c1,-3.1%,0
COC(=O)c1ccccc1NC(=O)CSc1ccccc1,4.5%,3
O=C1Nc2ccc(F)cc2C12Nc1ccccc1-c1nnc(SCc3ccccc3Cl)nc1O2 (centres undefined),3.0%,-3
COc1ccc(-c2cc(C(F)(F)F)nc(SCC(=O)NCc3ccco3)n2)cc1OC,8.2%,·
C=CCSc1nsc(N)n1,7.2%,·
CC(C)(C)NC(=O)CSc1nsc(SCC(=O)NC(C)(C)C)c1C#N,-0.8%,·

# Screening data as filed in PubChem.

# Some of the compounds tested (hit frequency here may not be typical).
